Screening results deposited in PubChem by Broad Institute.
IDH1 mut inh = inhibitors of IDH1 R132H reductase, primary screen, biochemical, plate reader, single point. inhibition, % at 10 µM. diaphorase/resazurin fluorescence, 60 min. Isocitrate dehydrogenase [NADP] cytoplasmic (Homo sapiens), O75874. 0.18% of 70,000 active. AID 624101, 2012; in the data active means inhibition above about 34%;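 further: 0% = DMSO and 100% = no enzyme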
Target sequence (O75874 whole entry R132H): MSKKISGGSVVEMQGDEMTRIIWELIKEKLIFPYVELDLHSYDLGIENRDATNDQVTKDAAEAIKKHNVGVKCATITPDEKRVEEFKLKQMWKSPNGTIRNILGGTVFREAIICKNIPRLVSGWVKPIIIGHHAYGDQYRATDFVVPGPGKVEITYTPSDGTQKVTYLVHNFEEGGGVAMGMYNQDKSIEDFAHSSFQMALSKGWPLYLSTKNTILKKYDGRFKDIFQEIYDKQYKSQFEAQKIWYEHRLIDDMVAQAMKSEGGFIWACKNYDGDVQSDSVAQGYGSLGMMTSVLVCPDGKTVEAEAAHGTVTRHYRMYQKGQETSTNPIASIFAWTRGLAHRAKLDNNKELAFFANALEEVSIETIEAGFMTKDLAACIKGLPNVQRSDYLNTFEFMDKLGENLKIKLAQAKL
PRC2 inh = EZH2/PRC2 methyltransferase inhibitors, primary screen, biochemical, DELFIA time-resolved fluorescence, single point | Histone-lysine N-methyltransferase EZH2 (Homo sapiens), Q15910 | PRC2 H3K27 methylation, DELFIA TRF, 1 h | inhibition, % at 12.5 µM | 0.35% of 57,000 active | AID 651548, 2012;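 active means mean inhibition of replicates at least 50% and every single replicate also reaching 50%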;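 further: dimethyl H3K27 on biotinylated H3 21-44 peptide detected by antibody; plate controls were median neutral control wells for no effect and median positive control wells for full effect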
Active calls of the source: *; · = not tested or not shown. Some of the compounds tested. The share of hits here may be higher or lower than overall.

Order of values: IDH1 mut inh, PRC2 inh
> O=C(CC1CC1)Nc1ccc2c(c1)[C@@H]1C[C@H](CC(=O)N3CCCCC3)O[C@@H](CO)[C@@H]1O2
  1.3, -6
> C[C@@H]1CN([C@H](C)CO)C(=O)c2cc(NC(=O)CCC(F)(F)F)ccc2O[C@@H]1CN(C)CC1CCCCC1
  -2.9, -4
> C[C@@H]1CN([C@@H](C)CO)C(=O)c2cc(NS(=O)(=O)c3ccccc3)ccc2O[C@@H]1CN(C)Cc1ccc(Cl)c(Cl)c1
  -1.9, ·
> COC(=O)c1cc(OC)c(OC)cc1NC(=O)COc1ccccc1Cl
  0.1, -1
> COCC(=O)Nc1ccc2c(c1)C(=O)N(C)C[C@@H](OC)[C@@H](C)CN(CC1CCCCC1)[C@H](C)CO2
  0.0, -10
> COc1ccc2c(c1OC)CN(C)CCc1cc3c(cc1C(=O)C2)OCO3
  -0.6, ·
> COc1cccc(S(=O)(=O)N[C@H]2CC[C@H](CC(=O)NCc3ccncc3)O[C@H]2CO)c1
  0.6, 1
> C[C@@H]1CN([C@@H](C)CO)C(=O)c2cccc(NC(=O)C3CCCCC3)c2O[C@H]1CN(C)CC1CCCCC1
  -3.5, -14
> CC(C)NC(=O)N(C)C[C@H]1Oc2c(NS(C)(=O)=O)cccc2C(=O)N([C@@H](C)CO)C[C@@H]1C
  ·, 8
> C[C@@H]1CN([C@@H](C)CO)C(=O)c2cc(-c3ccccc3)cnc2O[C@@H]1CN(C)Cc1ccccc1
  0.9, -12
> C[C@@H]1CN([C@@H](C)CO)C(=O)c2cc(Br)cnc2O[C@@H]1CN(C)Cc1ccc(Oc2ccccc2)cc1
  ·, -20
> Cc1noc(C)c1S(=O)(=O)Nc1ccc2c(c1)C(=O)N([C@H](C)CO)C[C@H](C)[C@H](CN(C)S(=O)(=O)c1cn(C)cn1)OCCCC[C@@H](C)O2
  -1.7, ·
> CCC(=O)Nc1ccc2c(c1)OC[C@H](C)N(C(C)=O)C[C@H](C)[C@@H](OC)CN(C)C2=O
  -0.3, 11
> COc1ccccc1OCCCSc1nc(-c2ccccc2)cc(=O)[nH]1
  8.6, ·
> O=C(NC1CC1)C1=C[C@H](c2coc3ccccc3c2=O)C[C@H](OCc2ccc(CO)cc2)O1
  ·, 1
> Cc1nn(C)c2nc(NNC(=O)Nc3cc(Cl)nc(Cl)c3)cc(C(C)C)c12
  0.8, -19
> Cc1ccc(S(=O)(=O)Nc2ccc3c(c2)CC(=O)N([C@@H](C)CO)C[C@H](C)[C@@H](CN(C)CC2CCCCC2)O3)cc1
  -3.8, ·
> O=C(NCC[C@H]1CC[C@@H](NC(=O)C2CCOCC2)[C@@H](CO)O1)c1ccc(F)cc1
  -0.6, 0
> COCC#Cc1cnc2c(c1)C(=O)N([C@H](C)CO)C[C@@H](C)[C@@H](CN(C)C(=O)Cc1ccncc1)O2
  0.0, ·
> O=C(NCC[C@H]1CC[C@H](NC(=O)C2CCCCC2)[C@@H](CO)O1)c1cc(Cl)cc(Cl)c1
  -0.4, 12
> Cc1ccc(S(=O)(=O)Nc2cccc3c2O[C@@H](CN(C)CC2CC2)[C@H](C)CN([C@H](C)CO)C3=O)cc1
  ·, 7
> C[C@H](CO)N1C[C@H](C)[C@@H](CN(C)C(=O)c2ccncc2)Oc2cc(C#Cc3ccncc3)ccc2S1(=O)=O
  0.2, ·
> C[C@@H]1CCCCO[C@H](CN(C)Cc2ccc(C(F)(F)F)cc2)[C@@H](C)CN([C@H](C)CO)C(=O)c2cc(NC(=O)CCCN(C)C)ccc2O1
  1.5, ·
> O=C(O)c1ccc(CNC(=O)c2cccnc2C(=O)O)cc1
  1.2, -5
> C[C@@H]1CCCCO[C@@H](CN(C)C)[C@@H](C)CN([C@@H](C)CO)C(=O)c2cc(NC(=O)C3CCCCC3)ccc2O1
  1.0, -6
> COc1ccc(NC(=O)Cn2cnc3ccccc3c2=O)cc1OC
  0.1, -6
> COCC#Cc1ccc2c(c1)O[C@H](CN(C)C(=O)COC)[C@@H](C)CN([C@@H](C)CO)S2(=O)=O
  4.3, ·
> CO[C@@H]1CN(C)C(=O)c2cc(NC(C)=O)ccc2OC[C@@H](C)N(C(=O)Cc2ccccn2)C[C@H]1C
  0.2, -6
> CO[C@H]1CN(C)C(=O)c2cc(NS(=O)(=O)c3ccc(F)cc3)ccc2OC[C@H](C)NC[C@H]1C
  0.2, -4
> O=C(NCC[C@H]1CC[C@@H](NC(=O)C2CCCCC2)[C@@H](CO)O1)c1ccc(F)cc1
  -0.1, 4
> Cc1ccc(O)c(/C=N/NC(=O)CCCCCCC(=O)Nc2ccccc2O)c1
  -0.4, 18
> CCc1ccc2c(-c3cccc(Cl)c3)nc(=O)n(CC)c2n1
  -1.7, -3
> C[C@H](CO)N1C[C@H](C)[C@H](CN(C)Cc2ccc(C(=O)Nc3ccccc3N)cc2)Oc2c(NS(=O)(=O)c3ccc(F)cc3)cccc2C1=O
  0.4, -38
> CCCN(C)C[C@H]1Oc2cc(-c3ccc(OC)cc3)ccc2S(=O)(=O)N([C@@H](C)CO)C[C@H]1C
  -0.7, -27
> Cc1cc(Cl)c(S(=O)(=O)N2CCCCC2)cc1OCC(N)=O
  -0.2, 4
> COc1ccc(NC(=O)CSc2nnc3sc4ccccc4n23)cc1
  -0.3, 15
> CCOc1cc(/C=C2\SC(=S)NC2=O)cc(Cl)c1OC(=O)c1ccc(OC)cc1
  0.3, 67*
> COc1ccc(-c2cnc3c(c2)C(=O)N([C@@H](C)CO)C[C@H](C)[C@@H](CN(C)S(C)(=O)=O)O3)cc1
  -3.4, 4
> COc1cc(O)c2c(=O)c(OC)c(-c3ccc(OC)c(OC)c3)oc2c1
  0.1, ·
> C[C@H]1CN([C@@H](C)CO)C(=O)c2cc(C3=CCCC3)cnc2O[C@@H]1CN(C)C(=O)c1cccnc1
  -5.0, 17
> C[C@@H]1CCCCO[C@@H](CN(C)C(=O)c2ccncc2)[C@H](C)CN([C@@H](C)CO)C(=O)c2cc(NS(=O)(=O)c3ccc(Cl)cc3)ccc2O1
  2.5, ·
> CC(C)NC(=O)Nc1ccc2c(c1)C(=O)N([C@H](C)CO)C[C@@H](C)[C@@H](CN(C)Cc1ccc3c(c1)OCO3)OCCCC[C@H](C)O2
  3.1, ·
> COc1ncnc(NS(=O)(=O)c2ccc(N)cc2)c1OC
  -0.9, -5
> COc1ccc(S(=O)(=O)Nc2ccc3c(c2)CC(=O)N([C@H](C)CO)C[C@H](C)[C@@H](CN(C)C)O3)cc1
  -3.1, 0
> Cc1nnc(SCC(=O)N2CCC(c3noc4ccc(F)cc34)CC2)s1
  2.3, ·
> CCOc1ccc(NC(=O)c2ccc(NS(=O)(=O)c3cccc4cccnc34)cc2)cc1
  0.5, 7
> Cc1noc(C)c1NC(=O)N(C)C[C@H]1Oc2c(NC(=O)c3cnccn3)cccc2C(=O)N([C@H](C)CO)C[C@H]1C
  3.1, ·
> C[C@@H]1CCCCO[C@H](CN(C)Cc2ccncc2)[C@@H](C)CN([C@@H](C)CO)C(=O)c2cc(NC(=O)Nc3ccc(F)cc3)ccc2O1
  19, ·
> CNC[C@@H]1Oc2ccc(NS(=O)(=O)c3cn(C)cn3)cc2C(=O)N([C@@H](C)CO)C[C@@H]1C
  2.1, -7
> C[C@@H]1CN([C@H](C)CO)C(=O)c2cccc(NS(=O)(=O)c3cn(C)cn3)c2O[C@@H]1CN(C)Cc1ccc(C(=O)Nc2ccccc2N)cc1
  ·, -4
> CO[C@@H]1CN(C)C(=O)c2cc(NS(=O)(=O)c3ccc(F)cc3)ccc2OC[C@@H](C)NC[C@@H]1C
  -0.1, 8
> CC(C)NC(=O)Nc1ccc2c(c1)C(=O)N([C@@H](C)CO)C[C@H](C)[C@@H](CN(C)S(=O)(=O)c1ccccc1)O2
  1.1, -4
> Cc1c(CC(=O)O)c(=O)oc2c(C)c(OCC(=O)O)ccc12
  0.1, ·
> Cc1noc(C)c1S(=O)(=O)Nc1cccc2c1O[C@H](CN(C)S(C)(=O)=O)[C@H](C)CN([C@@H](C)CO)C2=O
  1.8, ·
> COc1ccc(CN(C)C[C@@H]2OCCCC[C@H](C)Oc3ccc(NC(=O)Nc4cccc5ccccc45)cc3C(=O)N([C@H](C)CO)C[C@@H]2C)cc1
  1.9, ·
> C[C@@H]1CN([C@H](C)CO)C(=O)c2cccc(NC(=O)c3cnccn3)c2O[C@@H]1CN(C)C(=O)Nc1cccc2ccccc12
  -0.2, 4
> COc1ccc(CC(=O)n2nc(-c3ccc(Cl)cc3)nc2NCc2ccco2)cc1OC
  0.0, -50
> O=C(N/N=C/c1cc(Br)ccc1O)c1ccccn1
  1.1, 12
> C[C@H]1CN([C@@H](C)CO)C(=O)CCCn2cc(nn2)CO[C@H]1CN(C)C(=O)Nc1cccc(C(F)(F)F)c1
  1.0, 5
> COc1ccc(-c2ccc3c(c2)O[C@@H](CN(C)C(C)=O)[C@@H](C)CN([C@@H](C)CO)S3(=O)=O)cc1
  -2.9, ·

Reformatted as tab-separated lines: part of the list above
SMILES	IDH1 mut inh	PRC2 inh
C[C@@H]1CCCCO[C@H](CN(C)Cc2ccncc2)[C@@H](C)CN([C@@H](C)CO)C(=O)c2cc(NC(=O)Nc3ccc(F)cc3)ccc2O1	19	·
CNC[C@@H]1Oc2ccc(NS(=O)(=O)c3cn(C)cn3)cc2C(=O)N([C@@H](C)CO)C[C@@H]1C	2.1	-7
C[C@@H]1CN([C@H](C)CO)C(=O)c2cccc(NS(=O)(=O)c3cn(C)cn3)c2O[C@@H]1CN(C)Cc1ccc(C(=O)Nc2ccccc2N)cc1	·	-4
CO[C@@H]1CN(C)C(=O)c2cc(NS(=O)(=O)c3ccc(F)cc3)ccc2OC[C@@H](C)NC[C@@H]1C	-0.1	8

(next part)
Order of values: IDH1 mut inh, PRC2 inh
> C[C@H](CO)N1C[C@H](C)[C@H](CN(C)CC2CC2)Oc2ccc(NC(=O)Cc3cn(C)c4ccccc34)cc2CC1=O
  -28, ·
> C[C@H](CO)N1C[C@H](C)[C@@H](CN(C)S(=O)(=O)c2ccccc2)Oc2c(NC(=O)c3ccncc3)cccc2C1=O
  0.5, -14
> CCCN1C[C@@H](C)[C@@H](OC)CN(C)C(=O)c2ccc(NC(=O)c3ccccc3F)cc2OC[C@H]1C
  -0.1, -15
> C[C@@H]1CN([C@@H](C)CO)C(=O)c2cc(Br)cnc2O[C@H]1CN(C)C(=O)c1ccc2c(c1)OCO2
  ·, 19
> COc1ccc([N+](=O)[O-])cc1NC(=O)CN(C)S(=O)(=O)c1ccccc1
  0.5, 10
> C[C@H](CO)N1C[C@H](C)[C@H](CN(C)S(=O)(=O)c2cccs2)Oc2ccc(NC(=O)Nc3ccc(C(F)(F)F)cc3)cc2CC1=O
  -0.4, ·
> O=C(O)CCCCCC(=O)N/N=C/c1ccc(C(F)(F)F)cc1
  ·, 3
> CS(=O)(=O)N(CC(=O)Nc1ccccc1-c1ccccc1)c1ccc(F)cc1
  -0.1, -2
> Cc1ccc(-c2cn3c4c(sc3n2)CCCC4)cc1
  0.8, 7
> CS(=O)(=O)Nc1ccc2c(c1)[C@@H]1C[C@@H](CC(=O)N3CCCCC3)O[C@@H](CO)[C@@H]1O2
  0.2, -20
> CNC[C@H]1OCCCC[C@@H](C)Oc2ccc(NS(=O)(=O)c3ccc(C)cc3)cc2C(=O)N([C@H](C)CO)C[C@H]1C
  ·, -3
> CO[C@@H]1CN(C)C(=O)c2ccc(NS(C)(=O)=O)cc2OC[C@@H](C)NC[C@H]1C
  0.3, 5
> C[C@@H]1CN([C@@H](C)CO)C(=O)c2cccc(NC(=O)NC3CCCCC3)c2O[C@H]1CN(C)CC1CC1
  ·, -3
> C[C@@H]1CCCCO[C@@H](CN(C)S(C)(=O)=O)[C@H](C)CN([C@@H](C)CO)C(=O)c2cc(NS(C)(=O)=O)ccc2O1
  4.3, ·
> CNC[C@@H]1Oc2ncc(-c3ccc(C)cc3)cc2C(=O)N([C@H](C)CO)C[C@@H]1C
  0.6, ·
> O=C(CCN1CCCCC1)NCC[C@@H]1CC[C@H](NC(=O)C2CC2)[C@@H](CO)O1
  0.0, -7
> C[C@@H]1CCCCO[C@H](CN(C)C(=O)Cc2ccccc2)[C@H](C)CN([C@H](C)CO)C(=O)c2cc(NS(=O)(=O)c3ccc(Cl)cc3)ccc2O1
  -3.3, ·
> CC(C)NC(=O)Nc1ccc2c(c1)CC(=O)N([C@H](C)CO)C[C@@H](C)[C@@H](CN(C)Cc1ccc(Oc3ccccc3)cc1)O2
  ·, -20
> COc1ccc(NC(=O)CN(C)S(=O)(=O)c2cc(Cl)ccc2Cl)cc1OC
  -0.7, 6
> O=C(C[C@@H]1C=C[C@@H](NC(=O)c2ccccc2)[C@H](CO)O1)NCc1ccncn1
  0.5, -4
> O=C(Cc1ccccn1)N[C@@H]1CC[C@H](CCNC(=O)c2cc(Cl)cc(Cl)c2)O[C@@H]1CO
  -0.3, -2
> COc1ccc(NC(=O)N(C)C[C@H]2Oc3ccc(NS(C)(=O)=O)cc3CC(=O)N([C@@H](C)CO)C[C@@H]2C)cc1
  0.5, ·
> COc1cc2c(cc1O)C(c1cccs1)N(Cc1cccc(OC(F)(F)F)c1)CC2 (stereo unspecified)
  ·, -9
> COc1cccc(-c2ccc3c(c2)O[C@@H](CN(C)C)[C@@H](C)CN([C@H](C)CO)S3(=O)=O)c1
  -4.8, 1
> O=C(C[C@@H]1C[C@@H]2c3cc(NC(=O)NC4CCCCC4)ccc3O[C@@H]2[C@@H](CO)O1)NCc1cccnc1
  0.0, -24
> O=C(CN1CCOCC1)NCC[C@@H]1CC[C@@H](NS(=O)(=O)c2ccc(F)cc2)[C@@H](CO)O1
  -1.0, -1
